High-throughput results: PubChem, several laboratories
NR2E3 ag-1: NR2E3 agonists in two-hybrid cells, primary screen, cell-based, luminescence, CHO-S, Gal4-NCOR/VP16-NR2E3 | inhibition of corepressor binding, % at 3.98 µM | AID 602229, 2012 | luciferase | Photoreceptor-specific nuclear receptor (Homo sapiens), Q9Y5X4 | 360,000 tested, 0.35% active;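 active means inhibition above the mean of all tested compounds plus 3 SD, cut at about 70% in these data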;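 further: 0% = DMSO with NR2E3 transfected cells and 100% = cells lacking NR2E3 construct; higher means lower luciferase signal from less NR2E3 corepressor binding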
Target sequence (Q9Y5X4 whole entry, looked up, the tested form may be a part): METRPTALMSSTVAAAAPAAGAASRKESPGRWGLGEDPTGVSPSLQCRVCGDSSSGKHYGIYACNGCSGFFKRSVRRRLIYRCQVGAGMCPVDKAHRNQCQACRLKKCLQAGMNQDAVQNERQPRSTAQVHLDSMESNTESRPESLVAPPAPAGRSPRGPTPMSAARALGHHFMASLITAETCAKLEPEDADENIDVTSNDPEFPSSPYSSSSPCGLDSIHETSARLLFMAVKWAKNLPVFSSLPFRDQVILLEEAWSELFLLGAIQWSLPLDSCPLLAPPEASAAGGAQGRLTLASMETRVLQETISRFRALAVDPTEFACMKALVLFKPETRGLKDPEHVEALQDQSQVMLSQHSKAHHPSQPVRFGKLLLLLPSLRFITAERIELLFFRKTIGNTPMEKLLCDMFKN
CF NFkB block: inhibitors of PAF-induced NF-kB signaling, primary screen, cell-based, GFP fluorescence, uHTS; KKLEB NF-kB-GFP reporter, GFP fluorescence overnight; inhibition, % at 5 µM; 360,000 tested, 0.86% active; AID 588850, 2011;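 active means at least 50% inhibition at 5 µM, scaled per plate between neutral and stimulator controls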;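 further: PAF is a Pseudomonas aeruginosa culture filtrate used as stimulus; plate controls were PAF-stimulated DMSO wells for no effect and unstimulated DMSO wells for full effect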
KKLEB cytotox: cytotoxicity in KKLEB CF airway cells, primary screen, cytotoxicity control for CF NF-kB inhibitor project, cell-based, uHTS, fluorescence assay plates; KKLEB CF airway cells viability, ATPlite luminescence, overnight; active compounds read low; cells stimulated with P. aeruginosa culture filtrate; activity change (cytotoxicity), % at 5 µM; 360,000 tested, 0.36% active; AID 602141, 2011;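 active means corrected activity change at or below -50% at 5 µM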
TWEAK-Fn14 inh: inhibitors of TWEAK-Fn14 signaling, primary screen, luciferase reporter cells, uHTS; TWEAK-stimulated Fn14 reporter cells, luciferase luminescence, 8 h; inhibition, % at 10 µM; 360,000 tested, 2% active; AID 1159606, 2016; in the data active means inhibition above about 50%
MITF TRPM1 inh: inhibitors of MITF-dependent TRPM1 promoter reporter, primary screen, cell-based, SK-MEL-5, single point, luciferase. 330,000 tested, 0.83% active. SK-MEL-5 TRPM1 promoter luciferase, 24 h. AID 488899, 2010. inhibition, % at 12.5 µM;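 active means mean inhibition across replicates of 60% or more, whatever share of single replicates reaches that level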; further: values of inactives mirror those of a sister screen read the other way
HIF-2a inh: HIF-2a reporter inhibitors, primary screen, luminescence, 786-0 RCC cells; inhibition, % at 18.8 µM; 360,000 tested, 0.72% active; AID 624352, 2012; 786-0 RCC cells HIF-2a reporter, luciferase luminescence, overnight;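 active means inhibition of the luminescence signal of 40% or more relative to plate controls, in a single-dose primary screen at 18.75 µM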
aDG glyco act: activators of alpha-DG glycosylation, primary screen, uHTS, Pro5-aDG cells, AlphaScreen; 360,000 tested, 0.22% active; AID 624168, 2012; activation, % at 10 µM; alpha-DG glycosylation AlphaScreen (IIH6); 0% Pro5, 100% B10-LARGE cell signal;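 active means activation of at least 8% versus controls, or a plate z-score of at least 8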;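 further: Pro5 are CHO cells carrying HIG-tagged alpha-DG that lacks glycosylation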
NR2E3 ag-2: inhibitors of NR2E3-RetCOR corepressor binding, primary screen, NR2E3 agonist project, biochemical, TR-FRET, GST-NR2E3, biotin-RetCOR. AID 2300, 2010. 320,000 tested, 0.12% active. Photoreceptor-specific nuclear receptor (Homo sapiens), Q9Y5X4. inhibition of corepressor binding, % at 4.78 µM. 1536-well;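 active means percent inhibition above the cutoff of mean plus 3 SD of all tested compounds, set per screening campaign, cut at about 20% in these data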;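 further: 0% = DMSO wells and 100% = biotin wells as full block of FRET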
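Test system: GST-NR2E3 and biotin-RetCOR proteins | Quantity: 1.35 nM GST-tagged NR2E3 final | Medium: Tris pH 7.5 | Also added: 7 nM biotin-RetCOR | Dosing: Compound at 4.8 µM, single dose | Timing: 5 h at 4 °C | Detection: Time-resolved FRET | Read-out basis: Percent inhibition | Benchmarks: Biotin wells as high control, 0.6% DMSO wells as low control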
hiPSC survival: enhancers of single-cell hiPSC survival, primary screen, ATPlite luminescence; 100% = ROCK inhibitor wells, 0% = DMSO; 360,000 tested, 0.044% active; survival enhancement, % at 20 µM; AID 602274, 2012; in the data active means survival enhancement above about 18%;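 further: cells exposed to compounds for 16 hours before the ATP read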
Peg3 promoter: Peg3 promoter-driven luciferase inhibitors, primary screen, cell-based, HeLa, luciferase luminescence; AID 588405, 2011; HeLa PEG-Prom luciferase reporter, overnight; inhibition, % at 20 µM; 360,000 tested, 1.7% active;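 active means inhibition of at least 50% at 20 µM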
Shn3 inh set2: reduction of Shn3 3'UTR firefly luciferase signal, primary screen, Schnurri-3 inhibitor project, cell-based, Clone20 osteoblasts, set 2 | Clone20 osteoblast Shn3 3'UTR firefly luciferase, 24 h | inhibition, % at 12.5 µM | 360,000 tested, 0.52% active | AID 588674, 2011;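 active means mean inhibition of at least 75% with every replicate also reaching 75%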;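 further: 0% = median of neutral control wells and 100% = pilot-screen positive control compound; some compounds past the cut are filed as inactive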
The depositor's hits bear a star.

Results for COc1ccccc1N1CCCSC1=Nc1ccccc1 ?
NR2E3 ag-1: -18.2; CF NFkB block: -10.1; KKLEB cytotox: 1.4; TWEAK-Fn14 inh: -11.7; HIF-2a inh: 1.5; aDG glyco act: -0.2; hiPSC survival: 3.8; Peg3 promoter: 1.4; Shn3 inh set2: -11.8

How did Cc1ccc(C(C(=O)NCCc2ccccc2)N(C(=O)c2csnn2)C2CC2)o1 (centres undefined) do in these assays?
NR2E3 ag-1: 9.1; CF NFkB block: -4.5; KKLEB cytotox: -5.6; TWEAK-Fn14 inh: 0.4; MITF TRPM1 inh: 11.2; HIF-2a inh: 9.6; aDG glyco act: 0.1; NR2E3 ag-2: 1.6; hiPSC survival: -0.9; Peg3 promoter: 15.2; Shn3 inh set2: -11.3

What do the screens show for `NC(=O)c1ccc(NC(=O)CNc2cc(S(=O)(=O)N3CCOCC3)ccc2N2CCCC2)cc1`?
NR2E3 ag-1: -32.1; CF NFkB block: -14.7; KKLEB cytotox: 5.9; TWEAK-Fn14 inh: 2.8; MITF TRPM1 inh: -9.8; HIF-2a inh: 6.6; aDG glyco act: -0.2; hiPSC survival: -0.1; Peg3 promoter: -3.9; Shn3 inh set2: -10.5

What do the screens show for `Clc1ccc(-c2cn(-c3ccc(Cl)cc3)c3[n+]2CCCCC3)cc1`?
NR2E3 ag-1: -12.3; CF NFkB block: -0.8; KKLEB cytotox: 3.1; TWEAK-Fn14 inh: 10.6; MITF TRPM1 inh: 5.8; HIF-2a inh: 21.5; aDG glyco act: 0.0; NR2E3 ag-2: 2.2; hiPSC survival: 0.0; Peg3 promoter: -0.8; Shn3 inh set2: 17.3

What do the screens show for `CCC1(CC)C(=O)C2=C3C1[C@H](C(=O)OC)C=C(C(=O)OC)C[C@H]3[C@H]1C(=O)N(Cc3ccccc3)C(=O)[C@H]1[C@H]2C` (some centres undefined)?
NR2E3 ag-1: -20.1; CF NFkB block: -6.1; KKLEB cytotox: -1.0; TWEAK-Fn14 inh: -9.4; MITF TRPM1 inh: -3.1; HIF-2a inh: 13.0; aDG glyco act: 0.0; NR2E3 ag-2: -2.0; hiPSC survival: -2.9; Peg3 promoter: -7.1; Shn3 inh set2: 8.0

Results for Oc1ccccc1/C=N/n1cnnc1 ?
NR2E3 ag-1: 2.6; CF NFkB block: -0.7; KKLEB cytotox: 5.5; TWEAK-Fn14 inh: 14.6; MITF TRPM1 inh: -1.1; HIF-2a inh: 8.4; aDG glyco act: 0.7; NR2E3 ag-2: -0.1; hiPSC survival: -0.1; Peg3 promoter: 6.7; Shn3 inh set2: 8.9

How did C[C@H]1CN([C@@H](C)CO)C(=O)CCCn2cc(nn2)CO[C@@H]1CN(C)C(=O)Nc1ccc(C(F)(F)F)cc1 do in these assays?
NR2E3 ag-1: -15.2; CF NFkB block: 3.2; KKLEB cytotox: -5.1; TWEAK-Fn14 inh: 2.5; HIF-2a inh: -4.8; aDG glyco act: 5.1; hiPSC survival: 1.2; Peg3 promoter: -35.8; Shn3 inh set2: -7.4

How did COc1cccc(/C=N/Nc2nn3cnnc3c3ccccc23)c1 do in these assays?
NR2E3 ag-1: -29.6; CF NFkB block: -6.8; KKLEB cytotox: -9.5; TWEAK-Fn14 inh: 2.6; MITF TRPM1 inh: -13.4; HIF-2a inh: -86.3; aDG glyco act: 0.3; NR2E3 ag-2: 1.0; hiPSC survival: -3.8; Peg3 promoter: -70.7; Shn3 inh set2: -19.5

How did COc1cccc(CC2(CO)CCCN(Cc3ccccc3Cl)C2)c1 (centres undefined) do in these assays?
NR2E3 ag-1: -6.4; CF NFkB block: 17.4; KKLEB cytotox: -9.0; TWEAK-Fn14 inh: -9.2; MITF TRPM1 inh: 7.5; HIF-2a inh: 22.0; aDG glyco act: 0.0; NR2E3 ag-2: 3.8; hiPSC survival: -0.4; Peg3 promoter: 10.3; Shn3 inh set2: 4.9

How did CCOC(=O)CCCc1sc(N)nc1-c1[nH]c(=O)[nH]c1C do in these assays?
NR2E3 ag-1: -15.9; CF NFkB block: 7.9; KKLEB cytotox: 3.5; TWEAK-Fn14 inh: 14.1; MITF TRPM1 inh: 4.2; HIF-2a inh: -5.4; aDG glyco act: 0.0; NR2E3 ag-2: 47.9*; hiPSC survival: 0.0; Peg3 promoter: -0.9; Shn3 inh set2: -0.8

How did CCOC(=O)c1ccc(-n2cc(C(=O)c3cccnc3)nn2)cc1 do in these assays?
NR2E3 ag-1: -19.7; CF NFkB block: -21.2; KKLEB cytotox: 7.5; TWEAK-Fn14 inh: 1.7; MITF TRPM1 inh: -4.1; HIF-2a inh: -1.3; aDG glyco act: -0.1; hiPSC survival: 0.1; Peg3 promoter: -36.1; Shn3 inh set2: -52.8

What do the screens show for `COc1ccccc1NC(=O)c1ccccc1C(=O)Nc1ccccc1OC`?
NR2E3 ag-1: 9.1; CF NFkB block: 33.0; KKLEB cytotox: -2.2; TWEAK-Fn14 inh: -3.1; MITF TRPM1 inh: -5.0; HIF-2a inh: 11.7; aDG glyco act: -0.1; NR2E3 ag-2: 0.4; hiPSC survival: 0.1; Peg3 promoter: 15.3; Shn3 inh set2: 4.6

What do the screens show for `Cc1ccccc1NC(=O)NC1CCS(=O)(=O)C1` (centres undefined)?
NR2E3 ag-1: -27.2; CF NFkB block: -6.3; KKLEB cytotox: 8.8; TWEAK-Fn14 inh: 0.1; MITF TRPM1 inh: -9.5; HIF-2a inh: 11.6; aDG glyco act: -0.1; NR2E3 ag-2: 4.0; hiPSC survival: -0.4; Peg3 promoter: 18.3; Shn3 inh set2: 2.0

How did Nc1nc(CSCc2ccccc2)nc(N2CCOCC2)n1 do in these assays?
NR2E3 ag-1: -44.1; CF NFkB block: -1.4; KKLEB cytotox: -0.8; TWEAK-Fn14 inh: 61.1*; MITF TRPM1 inh: -19.6; HIF-2a inh: -119.2; aDG glyco act: 0.0; NR2E3 ag-2: -5.2; hiPSC survival: -1.2; Peg3 promoter: -139.9; Shn3 inh set2: -35.7

How did CCO[C@H]1OC(C(=O)O)=C[C@@H](c2ccc3c(c2)OCO3)[C@@H]1CCCO do in these assays?
NR2E3 ag-1: -2.1; CF NFkB block: -0.7; KKLEB cytotox: 5.2; TWEAK-Fn14 inh: -2.8; MITF TRPM1 inh: -6.7; HIF-2a inh: 13.5; aDG glyco act: 0.1; NR2E3 ag-2: 2.0; hiPSC survival: 4.4; Peg3 promoter: -1.7; Shn3 inh set2: -16.0

What do the screens show for `CCOc1ccc(NC(=O)c2ccc(NC(=O)C3CCCO3)cc2)cc1` (centres undefined)?
NR2E3 ag-1: 3.0; CF NFkB block: 14.3; KKLEB cytotox: 0.8; TWEAK-Fn14 inh: -10.5; MITF TRPM1 inh: -4.5; HIF-2a inh: -19.4; aDG glyco act: 0.1; NR2E3 ag-2: 3.0; hiPSC survival: -0.5; Peg3 promoter: -4.4; Shn3 inh set2: -8.7

How did CC1(C)Cc2c(c(N3CCOCC3)nc3sc4c(NCC5CCCO5)nnnc4c23)CS1 (centres undefined) do in these assays?
NR2E3 ag-1: 6.8; CF NFkB block: 34.6; KKLEB cytotox: -9.7; TWEAK-Fn14 inh: -10.7; MITF TRPM1 inh: -2.2; HIF-2a inh: 14.0; aDG glyco act: -0.4; NR2E3 ag-2: -1.8; hiPSC survival: -0.3; Peg3 promoter: 28.6; Shn3 inh set2: 12.9

Results for O=C(NCCN1CCN(c2ccccc2)CC1)c1cccn2c(=O)c3ccccc3nc12 ?
NR2E3 ag-1: -10.3; CF NFkB block: -42.7; KKLEB cytotox: -3.4; TWEAK-Fn14 inh: -39.5; MITF TRPM1 inh: -7.1; HIF-2a inh: 21.2; aDG glyco act: -0.5; NR2E3 ag-2: 0.0; hiPSC survival: 0.0; Peg3 promoter: 31.4; Shn3 inh set2: 4.5

How did CCOc1ccc2oc(C(=O)Nc3nccs3)c(C)c2c1 do in these assays?
NR2E3 ag-1: -163.4; CF NFkB block: -9.8; KKLEB cytotox: -16.7; TWEAK-Fn14 inh: 38.6; MITF TRPM1 inh: -27.0; HIF-2a inh: -255.1; aDG glyco act: 0.4; hiPSC survival: -0.4; Peg3 promoter: -362.6; Shn3 inh set2: -29.9

Results for Cc1ccc(S(=O)(=O)CCC(=O)NCc2ccccc2Cl)cc1 ?
NR2E3 ag-1: -8.8; CF NFkB block: -10.6; KKLEB cytotox: 7.5; TWEAK-Fn14 inh: -16.8; MITF TRPM1 inh: -1.2; HIF-2a inh: 5.3; aDG glyco act: -0.5; NR2E3 ag-2: -2.0; hiPSC survival: 0.9; Peg3 promoter: 8.1; Shn3 inh set2: -9.3

Results for CC(C)Oc1ccc(S(=O)(=O)N2CCOCC2)cc1NC(=O)c1nn(C)c(=O)c2ccccc12 ?
NR2E3 ag-1: 9.1; CF NFkB block: 28.9; KKLEB cytotox: -9.0; TWEAK-Fn14 inh: -10.5; MITF TRPM1 inh: 16.8; HIF-2a inh: 5.0; aDG glyco act: -0.1; hiPSC survival: -4.7; Peg3 promoter: 19.1; Shn3 inh set2: 28.5

Results for COCCCn1c(SCC(=O)N2CCc3ccccc32)nnc1-c1ccoc1C ?
NR2E3 ag-1: -10.8; CF NFkB block: 5.4; KKLEB cytotox: -3.8; TWEAK-Fn14 inh: 7.6; MITF TRPM1 inh: 14.9; HIF-2a inh: 13.9; aDG glyco act: -0.1; NR2E3 ag-2: 3.9; hiPSC survival: -1.0; Peg3 promoter: 14.7; Shn3 inh set2: -1.8

Results for CC1CCc2sc(C(=O)NC3CCCCC3)cc2C1 (centres undefined) ?
NR2E3 ag-1: -114.0; CF NFkB block: 0.4; KKLEB cytotox: -2.0; TWEAK-Fn14 inh: -45.0; HIF-2a inh: -302.5; aDG glyco act: 0.3; NR2E3 ag-2: -0.7; hiPSC survival: -1.4; Peg3 promoter: -372.0; Shn3 inh set2: -140.1

How did Cc1nnc(-c2ccco2)c2cn(-c3cccc(Br)c3)nc12 do in these assays?
NR2E3 ag-1: -16.4; CF NFkB block: -14.4; KKLEB cytotox: -9.9; TWEAK-Fn14 inh: -18.8; MITF TRPM1 inh: -6.7; HIF-2a inh: 2.5; aDG glyco act: 0.0; NR2E3 ag-2: 0.8; hiPSC survival: 2.2; Peg3 promoter: 8.2; Shn3 inh set2: 12.0

Random draw from the library; overall some 4.4% were active at least once.
